# CCHFV vOTU inh – CCHFV vOTU protease inhibitors, primary screen, biochemical, Pep-AMC substrate, fluorescence; 370,000 tested, 0.55% active; AID 651958, 2012; inhibition, % at 11.5 µM; Crimean-Congo hemorrhagic fever virus L polyprotein viral ovarian tumor (vOTU) protease …; note: 0% = vehicle wells with enzyme and 100% = no enzyme wells
# GDH-TPI inh – GDH-TPI coupling enzyme inhibitors, primary screen, artefact control for M. tuberculosis FBA inhibitor project, biochemical, absorbance, full deck; GDH-TPI coupled enzyme counterscreen, NADH absorbance; inhibition, % at 4.8 µM; 360,000 tested, 1.2% active;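 note: 0% = DMSO wells and 100% = wells lacking the enzyme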
# BoNT F protease – BoNT/F light chain protease inhibitors, primary screen, biochemical, flow cytometry, MLPCN library | Botulinum neurotoxin type F light chain protease (Clostridium botulinum) | Multiplex microsphere protease cleavage assay | inhibition, % at 10 µM | 360,000 tested, 0.22% active | AID 588497, 2011; in the data active = inhibition above about 35%, passing the limit was not always enough; inconclusive = no clear call, values can overlap the other calls; note: plate controls were buffer without enzyme for full effect and enzyme alone for no effect
# FBA Mtb inh – Mtb FBA enzyme inhibitors, primary screen, biochemical, fluorescence, strain H37Rv | AID 588726, 2011 | purified M. tuberculosis FBA, fluorescence read-out | 360,000 tested, 2.3% active | inhibition, % at 1 µM; in the data active = inhibition above about 27%;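 note: 0% = vehicle and 100% = reference inhibitor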
# Target sequence (P9WQA3 whole entry, looked up): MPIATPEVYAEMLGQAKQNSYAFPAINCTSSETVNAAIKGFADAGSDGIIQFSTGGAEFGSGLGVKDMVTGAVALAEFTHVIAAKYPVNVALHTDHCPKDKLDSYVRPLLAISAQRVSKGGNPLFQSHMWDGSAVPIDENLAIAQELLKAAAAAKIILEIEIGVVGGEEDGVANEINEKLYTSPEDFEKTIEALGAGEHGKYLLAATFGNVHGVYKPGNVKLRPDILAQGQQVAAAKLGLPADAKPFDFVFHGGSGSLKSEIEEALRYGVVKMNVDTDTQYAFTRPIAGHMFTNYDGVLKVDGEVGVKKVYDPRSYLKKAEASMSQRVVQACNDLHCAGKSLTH
# PrPC TRFRET – inhibitors of human cell surface prion protein PrPC, primary screen, cell-based, TR-FRET. inhibition, % at 13.8 µM. Major prion protein (Homo sapiens), P04156. 370,000 tested, 0.43% active. TR-FRET read-out; in the data active = inhibition above about 24%; note: 0% = median of the test wells and 100% = reference compound wells
# BoNT-A LC inh2 – BoNT/A light chain protease inhibitors, primary screen, biochemical, flow cytometry, MLPCN library; inhibition, % at 10 µM; multiplex microsphere protease substrate cleavage; Botulinum neurotoxin type A light chain protease (Clostridium botulinum A str. ATCC 3502); 360,000 tested, 0.17% active; in the data active = inhibition above about 30%; inconclusive = no clear call, values can overlap the other calls; note: plate controls were buffer without enzyme for full effect and enzyme alone for no effect
# UGM FP inh – M. tuberculosis UGM enzyme inhibitors, primary screen, biochemical, fluorescence polarization, single point. inhibition, % at 10 µM. purified UGM, fluorescence polarization probe displacement. UDP-galactopyranose mutase (Mycobacterium tuberculosis (strain ATCC 25618 / H37Rv)), …. 320,000 tested, 0.06% active. AID 504406, 2011; in the data active = inhibition above about 10%, passing the limit was not always enough; inconclusive = no clear call, values can overlap the other calls
# Target sequence (P9WIQ1 whole entry, looked up): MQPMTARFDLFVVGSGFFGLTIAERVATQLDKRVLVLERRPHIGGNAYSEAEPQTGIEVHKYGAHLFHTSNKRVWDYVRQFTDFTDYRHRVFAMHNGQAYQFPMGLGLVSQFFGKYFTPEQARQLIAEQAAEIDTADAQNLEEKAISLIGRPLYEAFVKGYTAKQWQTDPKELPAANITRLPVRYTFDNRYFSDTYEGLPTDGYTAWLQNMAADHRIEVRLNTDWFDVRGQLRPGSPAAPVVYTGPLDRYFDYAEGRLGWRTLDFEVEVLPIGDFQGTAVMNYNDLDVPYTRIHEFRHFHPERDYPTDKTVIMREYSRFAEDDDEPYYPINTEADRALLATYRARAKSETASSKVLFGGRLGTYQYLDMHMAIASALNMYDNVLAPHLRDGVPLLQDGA
# BioA inh – M. tuberculosis BioA enzyme inhibitors, primary screen, biochemical, plate reader, single point, HTS | AID 602481, 2012 | inhibition, % at 9.99 µM | 360,000 tested, 0.096% active | purified M. tuberculosis BioA enzyme; in the data active = inhibition above about 40%; inconclusive = no clear call, values can overlap the other calls
# FadD28 binding – inhibitors of FadD28 bisubstrate probe binding, primary screen, biochemical, fluorescence polarization, single point; AID 588549, 2011; Mycobacterium tuberculosis FadD28 fatty-acid-AMP ligase; inhibition, % at 12.5 µM; 360,000 tested, 0.22% active; in the data active = inhibition above about 8.5%, passing the limit was not always enough; inconclusive = no clear call, values can overlap the other calls
# * marks the source's active call; other numbers are inactive results; ? = inconclusive; . = no result given; & = joins results of further samples. Cut-off read from the data, not from the text of the source, unless noted: active = inhibition above about 30%; inactive = the rest.
SMILES	CCHFV vOTU inh	GDH-TPI inh	BoNT F protease	FBA Mtb inh	PrPC TRFRET	BoNT-A LC inh2	UGM FP inh	BioA inh	FadD28 binding
Cc1ccc(OCc2cc(C(=O)N(C)CCn3ccnc3C)no2)cc1C	3	-2	4	-2	-2	0.2	1.6	-0.4	-2.1
O=C(CCc1cn2ccccc2n1)NC1CCCc2c1cnn2-c1ccccc1F (configuration not stated)	-6	4	-1	12	5	-0.1	3.7	2.3	-1.6
O=C(NCc1cccs1)C1CCCN(S(=O)(=O)c2cnc[nH]2)C1 (configuration not stated)	1	13	-7	6	-5	-1.6	.	-1.0	-2.0
CC(C)NC(=O)N(C)C[C@@H]1Oc2ccc(NC(=O)Nc3ccc(C(F)(F)F)cc3)cc2CC(=O)N([C@H](C)CO)C[C@@H]1C	1	-8	-4	1	5	-0.2	-1.3	-1.3&-0.4	-1.9
O=C(Cn1ccc(NC(=O)OCc2ccccc2)nc1=O)NCc1ccccn1	0	6	2	1	-4	-0.2	-4.5	-2.5	-1.1
COc1ccccc1C1CCN(Cc2ccc3ccccc3c2)CC1	-5	-1	-1	1	-1	-7.6	0.1	-0.6	-3.6
Cc1ccc(-c2nnc(SC(C)C(=O)NCC3CCCO3)nc2-c2ccc(C)cc2)cc1 (configuration not stated)	5	8	9	4	-24	3.8	-0.6	1.7	-3.8
COC(=O)c1sccc1NC(=O)Nc1cccc(Cl)c1Cl	8	8	-6	0	3	-0.6	4.3	-0.6	-2.6
CCOc1cc(-c2noc(CCC(=O)Nc3cccnc3)n2)ccc1OC	-13	6	2	0	7	0.5	3.0	4.6	-3.3
Cn1nc(C(C)(C)C)cc1C(=O)N1CCCCC1c1cc(C(=O)Nc2cccc(C#N)c2)no1 (configuration not stated)	5	4	0	-1	6	-0.8	.	0.9	-1.6
O=C(COc1ccccc1[N+](=O)[O-])NCCC1=CCCCC1	7	3	0	7	2	-0.1	1.1	.	-1.8
O=C(Nc1cccc(F)c1)Nc1nnc([C@@H]2O[C@H](CO)[C@@H](O)[C@H]2O)s1	2	-8	1	0	-1	-0.4	.	1.2	-3.3
CCNC(=O)C1=C(O)c2sccc2N(C)S1(=O)=O	-5	20	-1	-1	0	0.1	0.7	.	-3.2
COc1ccc(Cl)cc1NC(=O)N1CCN(S(C)(=O)=O)CC1	8	2	0	-1	10	1.3	0.0	-1.3	0.7
CCN(CC(=O)Nc1cc(Cl)ccc1C)C(=O)C1CCCCC1	-18	-2	-2	-4	6	-0.7	-2.8	.	-3.2
Cc1cccc(C)c1-n1nnnc1C1(C)CCC(=O)N1Cc1ccco1 (configuration not stated)	-3	.	-15	.	2	-1.4	.	.	.
CCOC(=O)C1CCN(C(=O)c2sc3nc(-c4ccc(F)cc4)cn3c2C)CC1	3	-1	3	2	-3	-0.6	0.8	.	-0.4
COc1cccc(NC(=O)C2CCCN2C(=O)Nc2ccccc2F)c1 (configuration not stated)	2	12	-12	0	10	-0.6	4.4	.	-4.7
COCc1nnc(NC(=O)COc2ccc3c(c2)OCO3)s1	-16	15	-25	0	9	-4.1	2.5	-0.8	-1.3
CCc1ccccc1-n1c(SCC(=O)NC)nnc1-c1ccco1	-7	-4	?	-2	-2	-2.2	4.9	1.8	-2.7
COc1cccc(/C(O)=C2/C(=O)C(=O)N(CCN(C)C)C2c2ccccn2)c1 (configuration not stated)	10	15	6	-5	-4	0.4	-0.5	-0.4	-2.4
NCCCCc1ccc2ccc3cccc4ccc1c2c34	-4	12	-16	2	-5	-5.6	.	-1.4	-4.6
O=C(NCCN1CCOCC1)c1ccc(Cl)cc1O	5	4	-9	1	-3	0.3	-2.0	4.2	0.5
COc1ccc(S(=O)(=O)Nc2ccc(C(F)(F)F)cc2)cc1OC	1	19	0	-3	-1	-0.3	1.2	2.1	-1.0
C=CCn1c(SCC(=O)N(CCC)C2CCS(=O)(=O)C2)nnc1-c1ccccc1OC (configuration not stated)	-5	-7	5	0	6	-1.9	3.6	-1.2	0.3

# As a short view, part of the list above:
SMILES	CCHFV vOTU inh	GDH-TPI inh	BoNT F protease	FBA Mtb inh	PrPC TRFRET	BoNT-A LC inh2	UGM FP inh	BioA inh	FadD28 binding
Cn1nc(C(C)(C)C)cc1C(=O)N1CCCCC1c1cc(C(=O)Nc2cccc(C#N)c2)no1 (configuration not stated)	5	4	0	-1	6	-0.8	.	0.9	-1.6
O=C(COc1ccccc1[N+](=O)[O-])NCCC1=CCCCC1	7	3	0	7	2	-0.1	1.1	.	-1.8
O=C(Nc1cccc(F)c1)Nc1nnc([C@@H]2O[C@H](CO)[C@@H](O)[C@H]2O)s1	2	-8	1	0	-1	-0.4	.	1.2	-3.3
CCNC(=O)C1=C(O)c2sccc2N(C)S1(=O)=O	-5	20	-1	-1	0	0.1	0.7	.	-3.2
COc1ccc(Cl)cc1NC(=O)N1CCN(S(C)(=O)=O)CC1	8	2	0	-1	10	1.3	0.0	-1.3	0.7

# Later entries
SMILES	CCHFV vOTU inh	GDH-TPI inh	BoNT F protease	FBA Mtb inh	PrPC TRFRET	BoNT-A LC inh2	UGM FP inh	BioA inh	FadD28 binding
COc1cccc(-n2nc(C(C)=O)c(=O)[nH]c2=O)c1	13	0	-1	1	-6	-0.7	-2.6	0.9	0.1
Nc1ncnc(Nc2ccc(F)c(Cl)c2)n1	1	5	26	1	6	-2.8	0.4	1.0	-0.3
COc1ccc(N2CCN(CC(=O)Nc3nc4c(s3)CC(C)CC4)CC2)cc1 (configuration not stated)	6	-6	2	1	-2	0.1	2.1	.	0.0
COc1ccc(C(CNC(=O)C(CC(C)C)NS(=O)(=O)c2ccc(C)cc2)N2CCOCC2)cc1 (configuration not stated)	2	2	4	-1	0	-0.9	1.9	-2.7	-0.5
c1ccc2c(CCN3CCCCC3)c[nH]c2c1	4	.	4	1	-9	1.3	.	.	-1.2
CCOCCCNc1c(CC)c(C)c(C#N)c2nc3ccccc3n12	1	7	10	4	-3	2.9	-1.1	0.3	-3.2
Cc1ccc(-c2csc(SCC(=O)c3c(N)n(C4CC4)c(=O)[nH]c3=O)n2)cc1	2	0	.	-2	-2	.	.	0.8	-3.0
CN(C)CCCN(C(=O)c1ccc(S(=O)(=O)N2CCc3ccccc3C2)cc1)c1nc2ccc(F)cc2s1	-9	0	-8	1	-6	-1.4	3.2	-0.1	-3.4
CC1(NS(=O)(=O)c2ccc(Cl)s2)CCS(=O)(=O)C1 (configuration not stated)	7	8	1	2	-2	-0.7	0.4	-0.2	-1.7
COc1cccc(C#Cc2ccc3c(c2)O[C@H](CN(C)S(=O)(=O)c2ccccc2F)[C@H](C)CN([C@H](C)CO)S3(=O)=O)c1	12	6	0	-1	5	-0.2	.	-4.3&3.7&-1.8	0.5
COc1ccc(-c2cc(C3CCN(Cc4cccc(C(F)(F)F)c4)CC3)[nH]n2)cc1	18	-2	-3	4	3	-1.1	-1.0	-3.2	-1.8
CCc1c(C2(O)CCCCC2)[nH]c2ncccc12	-3	1	2	-2	8	0.0	0.6	-0.2	0.0
Cc1nc2nc(CCc3ccccc3)nn2c(C)c1Cl	0	10	15	4	3	1.9	-3.0	1.1	0.2
CC[n+]1c(/C=C(/C)SC)sc2ccccc21	-7	38*	-12	2	-5	12	0.1	4.3	1.2
C/C(=N\Nc1nc(-c2cc(C)ccc2C)cs1)c1cc2c(ccc3ccccc32)oc1=O	-18	12	-4	29*	-5	5.2	-0.6	.	-2.3
Cc1cc(C)nc(SCC(=O)N/N=C\C(Br)=C\c2ccccc2)n1	2	7	-2	2	-1	-0.2	0.1	.	3.2
O=C(CCc1nc2ccccc2c(=O)[nH]1)NCc1ccccn1	0	-2	-1	0	-7	-0.3	0.0	1.0	0.2
CC(=O)NNC(=O)c1nc(-c2ccccc2)c(C)o1	0	2	-1	4	7	0.1	3.5	.	-0.1
O=[N+]([O-])c1cnc(Sc2ccncn2)s1	-8	11	11	3	-5	-4.0	1.4	-3.4	-0.3
CCN1CN(CCc2ccccc2)CNC1=S	-23	-3	2	-1	-2	-0.5	-2.9	.	-1.4
Cc1ccc(NS(=O)(=O)c2ccc(C(=O)NCc3ccncc3)cc2)cc1	1	-6	-4	-1	16	-2.8	-1.3	1.5	-4.1
Cc1ccc(S(=O)(=O)N2CCCC2CNC(=O)C(=O)NCc2cccs2)cc1 (configuration not stated)	-4	1	-2	1	10	-4.5	1.0	-0.6	0.3
CCc1ccc(OCC(=O)N/N=C(\C)c2ccc(-n3ccnc3)cc2)cc1	10	13	-7	1	7	-0.5	-0.2	.	-0.3
Cc1cc(C(=O)N2C(C)CCCC2C)no1 (configuration not stated)	0	-4	4	4	4	-0.4	0.4	3.4	0.0
COc1ccc(N(CC(=O)NCCSCc2ccco2)S(=O)(=O)c2ccccc2)cc1OC	-1	2	7	-1	2	0.5	3.6	-0.1	-1.8

# Later entries:
SMILES	CCHFV vOTU inh	GDH-TPI inh	BoNT F protease	FBA Mtb inh	PrPC TRFRET	BoNT-A LC inh2	UGM FP inh	BioA inh	FadD28 binding
Cc1ccc(C)c(NC(=O)CCC(=O)NNC(=O)c2cccs2)c1	-1	0	-1	3	-3	-0.4	-1.1	.	0.2
O=c1c2ccccc2oc2cc(OCc3ccc(F)cc3)cc(O)c12	-12	-6	-1	1	11	-3.1	0.0	3.8	-3.5
COc1ccccc1N1CCN(C(=O)c2cc(C(C)(C)C)oc2C)CC1	-1	13	.	8	7	.	-0.7	-0.1	-1.1
CCCSc1nnc(NC(=O)c2sc3nc(-c4cccs4)ccc3c2N)s1	-7	37*	-5	43*	10	8.4	3.0	.	1.9
CSc1ccc(CN2CCC(Cc3ccccc3)CC2)cc1	1	4	6	-1	-10	1.8	0.9	-0.7	-1.7
O=C(/C=C/c1ccc2c(c1)OCO2)NCCSCc1ccc(Cl)cc1	10	-3	-6	4	21	-0.5	2.6	-0.8	-4.3
[2H]c1c([2H])c([2H])c(-c2nc(N3CCCCCC3)sc2C(=O)c2ccccc2)c([2H])c1[2H]	3	-3	14	7	-10	26	-0.6	0.0	-5.8
C=CC[C@@H](CC(=O)N[C@H](CO)Cc1ccccc1)C(=O)N[C@@H](C)COC(=O)[C@@H](CC=C)Cc1ccc(F)cc1	9	7	-6	5	-4	-0.7	-2.3	0.0	0.5
O=c1cc(-c2ccccc2)nc2c(Cl)cc(Cl)cn12	6	0	-2	-1	-6	-0.1	.	.	-2.2

# Arranged by length of the SMILES (descending): some entries from above.
SMILES	CCHFV vOTU inh	GDH-TPI inh	BoNT F protease	FBA Mtb inh	PrPC TRFRET	BoNT-A LC inh2	UGM FP inh	BioA inh	FadD28 binding
[2H]c1c([2H])c([2H])c(-c2nc(N3CCCCCC3)sc2C(=O)c2ccccc2)c([2H])c1[2H]	3	-3	14	7	-10	26	-0.6	0.0	-5.8
Cc1ccc(C)c(NC(=O)CCC(=O)NNC(=O)c2cccs2)c1	-1	0	-1	3	-3	-0.4	-1.1	.	0.2
O=c1cc(-c2ccccc2)nc2c(Cl)cc(Cl)cn12	6	0	-2	-1	-6	-0.1	.	.	-2.2

# From PubChem

# Compounds as they come (roughly 4.8% active in at least one column).
